Compound activity from PubChem BioAssay.
PAFAH2 FP inh: PAFAH2 enzyme inhibitors, primary screen, biochemical, fluorescence polarization, human | Platelet-activating factor acetylhydrolase 2, cytoplasmic (Homo sapiens), Q99487 | inhibition, % at 3.39 µM | actives 0.99% (n = 340,000) | recombinant PAFAH2, FP-rhodamine activity probe;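 active = inhibition above the mean over all tested compounds plus 3 SD, cut at about 30% in these data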;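 also: inhibitors block probe labeling of enzyme so polarization drops; 0% = enzyme with DMSO and 100% = wells lacking PAFAH2 protein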
proCasp7 act: procaspase-7 activators, primary screen, counter-screen for procaspase-3 activator project, biochemical, absorbance, HTS, human; Caspase-7 (Homo sapiens), P55210; recombinant procaspase-7, Ac-DEVD-pNA absorbance 405 nm; D23A/D198A/D206A triple mutant, cannot self-cleave; scale: DMSO 0, 5 µM enzyme 100; activation, % at 8.5 µM; actives 0.093% (n = 330,000);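 active = percent activation above the screen-wide mean plus 3 SD, cut at about 25% in these data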
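buffer or medium = Zinc-free HEPES/NaCl buffer, pH 7.4 | material = Procaspase-7 triple mutant (PC-7 D3A) | input = 2 µM procaspase-7 mutant as dispensed | signal = Epi-absorbance of released pNA at 405 nm, two timepoints | timing = 1 h preincubation, 2 h reaction | replicates = singlicate compound testing | evaluation = % activation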
AHR act: AHR activators, primary screen, cell-based, luminescence, luciferase reporter, human; Aryl hydrocarbon receptor (Homo sapiens), P35869; actives 2.5% (n = 320,000); activation, % at 5 µM; AHR-responsive luciferase reporter cells; in the data active = activation above about 47%;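 also: 0% = vehicle wells and 100% = reference agonist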
HCV core dimer: inhibitors of HCV core protein dimerization, primary screen, biochemical, TR-FRET, high-throughput. TR-FRET GST/Flag-core106 dimerization, 1536-well. inhibition, % at 5 µM. actives 0.33% (n = 300,000);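 active = inhibition above the mean of all tested compounds plus 3 SD, set per screening campaign, cut at about 45% in these data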
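Assay system – GST-tagged and Flag-tagged HCV core protein residues 1-106 · Quantity – core106 proteins, GST 13.5 nM and Flag 17 nM · Benchmarks – unlabelled core106 and no-GST-core106 wells · Read-out basis – percent inhibition of core106 dimerization signal · Detection – time-resolved FRET, ex 340 nm, em 617 and 671 nm · Schedule – 4 h at 22.5 °C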
TPT1 inhibitor: Candida albicans TPT1 enzyme inhibitors, primary screen, biochemical, fluorescence polarization; tRNA 2'-phosphotransferase TPT1 (Candida albicans SC5314); recombinant caTPT1, FP RNA substrate dephosphorylation; inhibition, % at 5 µM; actives 0.81% (n = 300,000); AID 1962, 2009;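 active = inhibition above the mean of all tested compounds plus 3 SD, set per screening campaign, cut at about 24% in these data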;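 also: plate controls were DMSO alone for no effect and ferristatin control at 100 nM for full effect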
PP1 counter: PP1-alpha phosphatase inhibitors, primary screen, counter-screen for PP5 inhibitor project, biochemical, fluorescence, OMFP substrate, single point | Serine/threonine-protein phosphatase PP1-alpha catalytic subunit (Homo sapiens), P62136 | purified PP1alpha | inhibition, % at 6.7 µM | actives 0.9% (n = 320,000);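 active = inhibition above the mean inhibition of all tested compounds plus 3 SD, computed separately for each screening campaign, cut at about 15% in these data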
Target sequence (P62136 whole entry, looked up): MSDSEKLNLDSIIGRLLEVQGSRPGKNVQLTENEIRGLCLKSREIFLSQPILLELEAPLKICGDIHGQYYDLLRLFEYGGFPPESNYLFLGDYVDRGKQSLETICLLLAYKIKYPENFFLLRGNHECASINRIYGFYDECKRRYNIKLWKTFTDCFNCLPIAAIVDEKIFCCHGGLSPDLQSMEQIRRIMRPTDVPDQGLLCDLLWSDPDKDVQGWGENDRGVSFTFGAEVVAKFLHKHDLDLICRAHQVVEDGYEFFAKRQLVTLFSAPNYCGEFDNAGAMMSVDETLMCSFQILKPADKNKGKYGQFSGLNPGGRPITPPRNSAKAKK
PP5 primary: PP5 phosphatase inhibitors, primary screen, biochemical, fluorescence | actives 0.18% (n = 320,000) | inhibition, % at 6.7 µM | Serine/threonine-protein phosphatase 5 (Homo sapiens), P53041 | AID 1987, 2009 | purified PP5c, OMFP substrate fluorescence;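 active = inhibition above the campaign's mean inhibition across all tested compounds plus 3 SD, cut at about 9.5% in these data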;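 also: 0% = DMSO only and 100% = 100 µM cantharidin control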
Target sequence (P53041 whole entry, looked up): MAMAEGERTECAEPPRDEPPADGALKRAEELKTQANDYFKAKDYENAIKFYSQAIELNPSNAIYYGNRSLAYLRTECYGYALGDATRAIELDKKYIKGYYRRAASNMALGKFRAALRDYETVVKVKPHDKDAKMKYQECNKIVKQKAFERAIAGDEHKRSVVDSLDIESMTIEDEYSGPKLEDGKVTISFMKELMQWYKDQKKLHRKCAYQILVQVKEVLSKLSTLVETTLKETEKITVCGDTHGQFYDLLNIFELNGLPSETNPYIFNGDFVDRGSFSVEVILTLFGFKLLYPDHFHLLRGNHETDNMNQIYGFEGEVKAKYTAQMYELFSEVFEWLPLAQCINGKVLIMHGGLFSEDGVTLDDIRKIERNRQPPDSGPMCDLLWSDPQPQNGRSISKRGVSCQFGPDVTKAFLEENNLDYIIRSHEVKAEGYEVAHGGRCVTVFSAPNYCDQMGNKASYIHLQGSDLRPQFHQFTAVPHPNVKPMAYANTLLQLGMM
procasp3 activ: activators of human procaspase-3 D3A mutant, primary screen, biochemical, absorbance, PC-3 D3A mutant, single concentration. actives 0.11% (n = 330,000). recombinant procaspase-3 D3A, Ac-DEVD-pNA absorbance 405 nm. Caspase-3 (Homo sapiens), P42574. AID 463141, 2010. activation, % at 8.5 µM;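 active = activation above the mean of all tested compounds plus 3 SD, cut at about 21% in these data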;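 also: 0% = DMSO alone and 100% = DMSO wells spiked with extra 5 µM PC-3 D3A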
Target sequence (P42574 whole entry D9A/D28A/D175A): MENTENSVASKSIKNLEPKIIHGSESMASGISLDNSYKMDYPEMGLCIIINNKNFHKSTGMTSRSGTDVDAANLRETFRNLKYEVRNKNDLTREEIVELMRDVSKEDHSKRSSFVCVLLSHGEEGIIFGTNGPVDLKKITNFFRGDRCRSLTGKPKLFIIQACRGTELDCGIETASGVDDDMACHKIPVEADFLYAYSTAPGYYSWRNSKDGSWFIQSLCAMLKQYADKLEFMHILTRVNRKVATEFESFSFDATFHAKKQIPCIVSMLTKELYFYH
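Technique: 405 nm absorbance of p-nitroaniline, reads at 0 and 120 min; Test system: Procaspase-3 D3A mutant; Incubation: 1 h enzyme-compound preincubation, then 2 h substrate reaction, 25 °C; Repeats: singlicate, each compound tested once; Benchmarks: low control DMSO wells, high control DMSO plus 5 µM PC-3 D3A.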
Fh CTSL1 inh: Fasciola hepatica cathepsin L1 inhibitors, primary screen, counter-screen for PFM18AAP inhibitor project, biochemical, QFRET, fluorogenic peptide substrate. recombinant F. hepatica cathepsin L1, Z-Leu-Arg-MCA fluorescence. inhibition, % at 5.96 µM. actives 0.49% (n = 300,000). AID 1906, 2009;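 active = inhibition above the mean of all tested compounds plus 3 SD, set per screening campaign, cut at about 17% in these data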;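 also: 0% = plate median of test compound wells and 100% = 1 µM Z-Phe-Ala-diazomethylketone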
Numbers without * were called inactive; . = no result given.

1: CCOc1ccc(N2C(=O)C3C(c4ccc(OC)cc4OC)NC(CCSC)(C(=O)OC)C3C2=O)cc1 (stereo not drawn)
2: Cc1cccc(NS(=O)(=O)c2cc(C(=O)N3CCCCCC3)ccc2C)c1
3: CCC1(C)Cc2ccccc2-c2nc(NCCO)[nH]c(=O)c21 (stereo not drawn)
4: O=C(CSc1nnc2ccccn12)NNC(=O)c1cccc([N+](=O)[O-])c1
5: CC1C(=O)CCN(C(C)(C)C)C1C (stereo not drawn)
6: CCOC(=O)C1CCN(C(=O)c2ccc(Cl)c(S(=O)(=O)N3CCOCC3)c2)CC1
Screen / compound no.	1	2	3	4	5	6
PAFAH2 FP inh	-3	3	3	3	1	0
proCasp7 act	3	-4	-4	-1	4	-19
AHR act	-1	-2	2	5	0	2
HCV core dimer	6	-2	-6	.	1	-1
TPT1 inhibitor	1	-3	-4	.	-6	1
PP1 counter	0	1	-4	-2	6	-4
PP5 primary	-2.7	3.6	3.7	2.7	-1.7	1.7
procasp3 activ	0	-3	2	7	-1	-2
Fh CTSL1 inh	-2	2	0	.	1	4

7: O=C(CN1CC(=O)Nc2ccccc21)Nc1ccc(F)c(F)c1
8: CCN(CC)c1nc2ccccc2nc1C(C#N)C(=O)NCCCOC (stereo not drawn)
9: O=C(OCCN=C1NS(=O)(=O)c2ccccc21)c1ccccc1F
10: O=C(O)CCCCCNS(=O)(=O)c1ccc2c(c1)OCCO2
11: COc1ccccc1Nc1ncc(-c2cccs2)s1
12: CCOC(=O)CNC(=O)CSc1nnc(COc2ccc(Cl)cc2)n1CC
Screen / compound no.	7	8	9	10	11	12
PAFAH2 FP inh	9	-1	19	3	2	2
proCasp7 act	-17	-8	3	0	-10	3
AHR act	24	0	-2	0	22	-1
HCV core dimer	-1	2	5	5	50*	1
TPT1 inhibitor	11	13	-4	0	14	1
PP1 counter	1	1	1	-1	-2	-5
PP5 primary	-0.1	4.3	1.1	-1.5	1.9	-0.9
procasp3 activ	-24	-4	-1	7	-3	-12
Fh CTSL1 inh	9	3	0	-2	3	4

13: CCCC(=O)OCCNC(=O)c1cc2ccccc2oc1=O
14: c1ccc(C2=Nn3c(Cn4nnc5ccccc54)nnc3SC2)cc1
15: CCOC(=O)C1=C(COC(=O)/C=C/c2ccc(C)o2)NC(=O)NC1C (stereo not drawn)
16: CCC[C@@H](O)c1cc2cc(OC)c(OC)cc2c(=O)o1
17: COc1ccc(CCNC(=O)Cn2nnc(-c3ccccc3F)n2)cc1OC
18: COc1cccc(/C=N/n2c(-c3cc(C)[nH]n3)n[nH]c2=S)c1OC
Screen / compound no.	13	14	15	16	17	18
PAFAH2 FP inh	6	.	-2	-1	-2	1
proCasp7 act	-6	1	0	10	14	-2
AHR act	1	3	0	6	1	16
HCV core dimer	-3	-3	.	.	1	-2
TPT1 inhibitor	-2	6	.	.	3	-1
PP1 counter	2	0	-2	-3	0	-3
PP5 primary	2.4	0.9	-0.5	-2.7	-2.2	-1.0
procasp3 activ	2	5	-6	5	5	1
Fh CTSL1 inh	0	5	.	.	-2	3

19: CN1c2ccccc2C(C)(C)C12C=Cc1cc(O)ccc1O2 (stereo not drawn)
20: Cc1ccc(OCC2Cn3c(nc4c3c(=O)[nH]c(=O)n4C)O2)cc1C (stereo not drawn)
21: Cc1cccc(-n2ccc(=O)c(C(=O)Nc3ccc(S(=O)(=O)N4CCOCC4)cc3)n2)c1
22: Cc1cccc(C)c1NC(=O)CNC(=O)c1ccc(NS(=O)(=O)c2ccc3[nH]c(=O)[nH]c3c2)cc1
23: CCOc1ccc(NC(=O)c2ccc3nccnc3c2)cc1
24: CCOc1ccc(NC(=O)c2ccc(CSc3nnc(C)s3)cc2)cc1
Screen / compound no.	19	20	21	22	23	24
PAFAH2 FP inh	-10	11	-2	3	4	1
proCasp7 act	-10	11	2	-4	8	1
AHR act	0	2	-2	0	0	11
HCV core dimer	5	-5	3	-3	0	9
TPT1 inhibitor	13	-1	1	-1	-1	-2
PP1 counter	-1	-2	-2	93*	-2	5
PP5 primary	2.1	0.4	3.4	-0.9	-1.4	0.5
procasp3 activ	-6	5	8	-7	2	2
Fh CTSL1 inh	-2	3	-2	-4	-1	-2

25: Cc1ccc(N2CC(C(=O)OCc3nnc(-c4ccccc4)o3)CC2=O)cc1 (stereo not drawn)
26: CC(C)c1c(C(=O)N/N=C/C=C/c2ccccc2)nnn1-c1nonc1N
27: N#CCCn1nc(-c2ccc(Cl)cc2)cc1Nc1ccccc1NC(=O)C(F)(F)F
28: COC(=O)CSc1nnc(COc2ccc([N+](=O)[O-])cc2)n1C
29: Cc1cccc(C)c1NC(=O)CN(C)C(=O)c1ccc2nc[nH]c2c1
30: O=[N+]([O-])C1C(c2ccccc2)=NOC1c1ccccc1O (stereo not drawn)
Screen / compound no.	25	26	27	28	29	30
PAFAH2 FP inh	4	2	-4	0	6	-4
proCasp7 act	-2	3	6	0	1	1
AHR act	-2	-2	45	1	2	6
HCV core dimer	-11	5	-8	-1	1	-8
TPT1 inhibitor	0	-1	4	-1	-5	-9
PP1 counter	5	1	3	-1	-1	3
PP5 primary	0.8	2.8	4.5	1.4	1.7	0.7
procasp3 activ	-1	6	-12	-11	10	-3
Fh CTSL1 inh	-28	5	2	-1	-2	3

31: N#Cc1ccc(-c2ccc(OCC3CNC(=O)O3)cc2)cc1 (stereo not drawn)
32: COC(=O)CSc1nc(SCc2ccc(C)cc2)nc2c1CCCC2
33: COc1cccc(NC(=O)CN(C)C(=O)c2c(-c3ccccc3)noc2C)c1
34: Cc1nn(Cc2c(Cl)cccc2Cl)c(C)c1NC(=O)c1cnn2c(C(F)F)cc(-c3ccccc3)nc12
35: Cc1cc(C)c(C(=O)CSc2nnc(N)s2)c(C)c1
36: CCOc1cccc2sc(N(CCN(C)C)C(=O)c3ccc(Br)s3)nc12
Screen / compound no.	31	32	33	34	35	36
PAFAH2 FP inh	9	-2	-4	-14	7	-3
proCasp7 act	6	4	-3	4	8	5
AHR act	2	-1	10	-3	5	4
HCV core dimer	-12	3	-2	23	4	-3
TPT1 inhibitor	3	-7	0	0	2	1
PP1 counter	5	-2	-6	-1	-4	-2
PP5 primary	1.0	0.6	-2.0	1.8	-0.1	2.7
procasp3 activ	8	11	0	4	4	2
Fh CTSL1 inh	2	-2	-10	0	2	0

37: CC(=O)Nc1ccc(NC(=O)CSc2nnc(C)n2-c2ccccc2)cc1
38: Cc1ccc(-n2c(C)cc3c2CC(C)(C)CC3=O)cc1C
39: O=C(CSc1ccc2nnc(-c3ccncc3)n2n1)NCc1ccco1
40: CCN(CC)c1ccc(/C=N/NC(=S)NC)c(O)c1
41: Cc1ccc(NCCC(=O)c2cccs2)cc1C
42: CC(=O)N1CCN(C(=O)c2ccc(Oc3ccccc3)cc2)CC1
Screen / compound no.	37	38	39	40	41	42
PAFAH2 FP inh	1	5	-5	16	-8	16
proCasp7 act	3	9	6	-3	-25	-3
AHR act	3	-3	9	3	48*	-1
HCV core dimer	1	2	-6	-14	-2	-6
TPT1 inhibitor	-1	-4	-2	1	5	-5
PP1 counter	1	0	2	-6	3	0
PP5 primary	0.6	5.7	-0.7	2.5	0.0	1.3
procasp3 activ	2	5	9	-3	-17	6
Fh CTSL1 inh	3	2	0	4	13	-2

43: Cc1cc(C)nc(NS(=O)(=O)c2ccc(NC(=O)c3ccc(S(=O)(=O)N4CC(C)OC(C)C4)cc3)cc2)n1 (stereo not drawn)
44: Cc1ccc(NC(=O)C2CC2)cc1S(=O)(=O)N1CCOCC1
45: CCn1c(=O)n(CC)c2cc(N3CCCC3)c(NC(=O)c3c(F)cccc3F)cc21
46: CCCCCC(=O)Nc1cccc(C2=NOC3(C2)C[C@H](C(N)=O)N(C(=O)COc2ccc(Cl)cc2)C3)c1 (stereo partly drawn)
47: CCOC(=O)c1cnc(SCC(=O)Nc2ccccc2C(=O)OC)nc1N
48: Cc1ccc(C(=O)N/C(=C\c2cccnc2)c2nc3ccccc3[nH]2)cc1
Screen / compound no.	43	44	45	46	47	48
PAFAH2 FP inh	9	-3	7	-8	-2	-9
proCasp7 act	4	-5	1	4	0	0
AHR act	3	-1	0	5	5	18
HCV core dimer	-11	.	-12	12	-4	-5
TPT1 inhibitor	-1	.	2	1	1	3
PP1 counter	2	.	-3	-4	-2	3
PP5 primary	-0.4	.	0.2	6.7	1.9	1.1
procasp3 activ	12	1	-4	-2	-8	3
Fh CTSL1 inh	-2	.	-3	-2	5	-6

49: CC(NS(C)(=O)=O)C(c1cccs1)N1CCN(C)CC1 (stereo not drawn)
50: Cc1ccc(NC(=O)CCC(=O)N/N=C/c2cccnc2)cc1
51: COc1ccc(CNC(=O)N2CCN(c3ccccc3OC)CC2)cc1
52: COc1ccc(/C=N/NC(=O)c2cccc(NC(=O)c3ccc(Cl)cc3)c2)c(OC)c1
53: CC1CN(CC(O)COC(c2ccc(Cl)cc2)c2ccc(Cl)cc2)CC(C)O1 (stereo not drawn)
54: O=C(O)c1cc2c(cc1NC(=O)c1ccccc1C(F)(F)F)OCCCO2
Screen / compound no.	49	50	51	52	53	54
PAFAH2 FP inh	1	1	-2	-18	6	-6
proCasp7 act	9	-9	-11	16	4	6
AHR act	4	10	0	44	1	-2
HCV core dimer	-2	-5	-13	0	-2	6
TPT1 inhibitor	-2	-3	0	-1	1	-2
PP1 counter	-2	-1	-2	1	5	-3
PP5 primary	-1.5	0.4	0.1	4.5	1.4	1.2
procasp3 activ	2	-5	5	5	2	5
Fh CTSL1 inh	0	-4	0	3	3	-3

Single records, from the list above.
`COc1ccc(CNC(=O)N2CCN(c3ccccc3OC)CC2)cc1` in the list: PAFAH2 FP inh = -2; proCasp7 act = -11; AHR act = 0; HCV core dimer = -13; TPT1 inhibitor = 0; PP1 counter = -2; PP5 primary = 0.1; procasp3 activ = 5; Fh CTSL1 inh = 0
`CCN(CC)c1nc2ccccc2nc1C(C#N)C(=O)NCCCOC` (stereo not drawn) in the list: PAFAH2 FP inh = -1; proCasp7 act = -8; AHR act = 0; HCV core dimer = 2; TPT1 inhibitor = 13; PP1 counter = 1; PP5 primary = 4.3; procasp3 activ = -4; Fh CTSL1 inh = 3
`O=C(CN1CC(=O)Nc2ccccc21)Nc1ccc(F)c(F)c1` in the list: PAFAH2 FP inh = 9; proCasp7 act = -17; AHR act = 24; HCV core dimer = -1; TPT1 inhibitor = 11; PP1 counter = 1; PP5 primary = -0.1; procasp3 activ = -24; Fh CTSL1 inh = 9
